Source: PubChem BioAssay
PREPL inhibitor – inhibitors of human prolyl oligopeptidase-like enzyme PREPL | Q4J6C6 | recombinant PREPL, fluorescence polarization activity-based probe | inhibition, % at 5.96 µM | hit rate 0.68% among 320,000 | AID 2751; in the data active = inhibition above about 43%;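 note: 0% = enzyme with DMSO and 100% = wells lacking enzyme; many of its hits are not listed in these tables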
PAFAH2 inh – inhibitors of human PAFAH2 | Q99487 | recombinant PAFAH2, FP-rhodamine activity probe, fluorescence polarization | inhibition, % at 3.39 µM | hit rate 0.99% among 340,000 | AID 492956;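 active = inhibition above the mean over all tested compounds plus 3 SD, cut at about 30% in these data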;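 note: inhibitors block probe labeling of enzyme so polarization drops; 0% = enzyme with DMSO and 100% = wells lacking PAFAH2 protein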
PAFAH1B2 inh – blocks human PAF acetylhydrolase 1b catalytic subunit 2. hit rate 1.2% among 340,000. AID 492953. recombinant PAFAH1B2, FP-rhodamine activity probe, fluorescence polarization. P68402. inhibition, % at 3.39 µM;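 active = inhibition above the mean of all tested compounds plus 3 SD, cut at about 24% in these data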;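 note: 0% = enzyme with DMSO and 100% = wells lacking PAFAH1B2; many of its hits are not listed in these tables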
pPAFAH inh – inhibitors of human plasma PAF acetylhydrolase (pPAFAH); recombinant pPAFAH, FP-rhodamine probe fluorescence polarization; inhibition, % at 3.39 µM; hit rate 1.5% among 330,000; AID 463082;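 active = inhibition above the mean inhibition across the screen plus 3 SD, cut at about 25% in these data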;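 note: inhibitors block binding of the rhodamine activity-based probe so polarization drops; 0% = enzyme with DMSO and 100% = wells lacking pPAFAH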
LYPLA2 inh – LYPLA2 (human) inhibition in PME1 counter-screen; O95372; recombinant LYPLA2, FP-Rh probe fluorescence polarization; inhibition, % at 5.9 µM; hit rate 0.38% among 320,000; AID 2177;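 active = inhibition above the screen-wide mean plus 3 SD, limit set per campaign, cut at about 26% in these data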;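 note: 0% = LYPLA2 with DMSO and 100% = wells lacking LYPLA2 enzyme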
GSTO1 inh – GSTO1 inhibition, counter-screen for RBBP9 inhibitors. P78417. recombinant GSTO1, activity-based probe fluorescence polarization. inhibition, % at 5.96 µM. hit rate 1.1% among 300,000. AID 1974;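 active = inhibition above the campaign mean inhibition plus 3 SD, cut at about 35% in these data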;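 note: 0% = GSTO1-1 with DMSO and 100% = wells lacking GSTO1-1 enzyme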
PAFAH1B3 inh – PAFAH1B3 (human) inhibition; AID 492972; recombinant PAFAH1B3, FP-rhodamine probe, fluorescence polarization; inhibition, % at 3.39 µM; hit rate 0.28% among 340,000;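 active = inhibition above the screen-wide average of all tested compounds plus 3 SD, cut at about 25% in these data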;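 note: 0% = enzyme with DMSO only and 100% = wells lacking PAFAH1B3 protein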
PAD4 inh – blocks human protein arginine deiminase 4; recombinant PAD4, RCA probe fluorescence polarization; inhibition, % at 6.36 µM; Q9UM07; hit rate 0.41% among 330,000; AID 485272;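 active = percent inhibition above a cutoff equal to the mean of all tested compounds plus 3 SD, cut at about 15% in these data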;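 note: 0% = PAD4 with RCA probe and DMSO and 100% = probe without PAD4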
Target sequence (Q9UM07 whole entry, looked up): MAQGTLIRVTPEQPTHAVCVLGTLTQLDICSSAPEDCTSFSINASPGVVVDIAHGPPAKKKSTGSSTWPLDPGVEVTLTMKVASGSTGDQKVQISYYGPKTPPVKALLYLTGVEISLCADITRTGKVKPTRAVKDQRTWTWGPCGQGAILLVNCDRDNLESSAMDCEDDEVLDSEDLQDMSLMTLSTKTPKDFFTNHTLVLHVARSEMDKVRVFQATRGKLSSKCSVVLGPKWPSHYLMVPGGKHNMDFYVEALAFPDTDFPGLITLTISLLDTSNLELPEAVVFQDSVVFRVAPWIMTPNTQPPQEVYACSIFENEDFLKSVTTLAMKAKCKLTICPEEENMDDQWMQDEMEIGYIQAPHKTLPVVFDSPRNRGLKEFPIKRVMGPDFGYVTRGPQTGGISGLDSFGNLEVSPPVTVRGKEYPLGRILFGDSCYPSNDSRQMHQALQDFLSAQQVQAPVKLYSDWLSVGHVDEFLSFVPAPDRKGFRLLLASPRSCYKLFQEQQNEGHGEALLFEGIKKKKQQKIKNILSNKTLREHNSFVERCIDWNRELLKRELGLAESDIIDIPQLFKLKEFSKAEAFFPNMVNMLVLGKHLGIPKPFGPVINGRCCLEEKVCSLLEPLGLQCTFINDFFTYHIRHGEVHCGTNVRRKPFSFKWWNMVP
LYPLA1 inh – blocks human lysophospholipase 1, a PME1 counter-screen; O75608; recombinant LYPLA1, FP-Rh probe fluorescence polarization; inhibition, % at 5.9 µM; hit rate 0.16% among 320,000;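 active = inhibition above the mean of all tested compounds plus 3 SD, set per campaign, cut at about 14% in these data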;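 note: inhibitors block serine hydrolase probe labeling of LYPLA1 so polarization falls; 0% = enzyme with DMSO and 100% = wells lacking LYPLA1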
Target sequence (O75608 whole entry, looked up): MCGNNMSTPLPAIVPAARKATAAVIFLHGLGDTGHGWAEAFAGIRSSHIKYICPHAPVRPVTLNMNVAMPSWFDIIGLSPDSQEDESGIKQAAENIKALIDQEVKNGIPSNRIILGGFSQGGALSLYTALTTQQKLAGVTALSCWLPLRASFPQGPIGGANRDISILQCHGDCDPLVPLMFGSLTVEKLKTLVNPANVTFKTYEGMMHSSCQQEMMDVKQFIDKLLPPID
* marks the source's active call; other numbers are inactive results; x = not tested or not shown. A portion of the library, so the mix of outcomes need not match the whole.

SMILES | PREPL inhibitor | PAFAH2 inh | PAFAH1B2 inh | pPAFAH inh | LYPLA2 inh | GSTO1 inh | PAFAH1B3 inh | PAD4 inh | LYPLA1 inh
Nc1nnc(SCc2ccc([N+](=O)[O-])cc2)s1 | 7 | -1 | 0 | 3 | 6 | 6 | 9 | -1 | 4
CCOC(=O)Nc1cc(C(=O)OC)ccc1C | 9 | -8 | -3 | -3 | 0 | -1 | 9 | 1 | -2
COC(=O)c1ccc2c(c1)NC(=O)C(N1CCOCC1)S2 (centres undefined) | 3 | 2 | 1 | 0 | 0 | 1 | 9 | -4 | -2
CC1CCCCC1N=CC1=C(O)CC(C)(C)CC1=O (centres undefined) | 1 | 1 | -4 | 5 | -1 | -4 | 4 | -2 | 2
CC1CC(CC(=O)NNc2nc(-c3ccccc3)cs2)C(=O)O1 (centres undefined) | 12 | 1 | 5 | 2 | 2 | 4 | -3 | 5 | 3
COc1ccc(CC(NC(C)=O)C(=O)NC2CCN(C(=O)Nc3ccc(C#N)cc3)CC2)cc1OC (centres undefined) | 5 | 1 | 3 | 4 | -3 | 8 | -1 | -4 | -2
C=CCn1cnc2c(nnn2-c2cc(C)cc(C)c2)c1=O | -10 | -2 | 0 | 1 | 6 | 2 | 2 | 3 | -2
O=C1OCc2ccc(NC(=O)c3c(F)cccc3Cl)cc21 | 17 | 2 | 5 | 1 | 3 | 2 | 0 | 2 | 0
Cn1cccc1CNCC(O)c1ccccc1 (centres undefined) | 1 | 3 | -3 | 4 | -6 | 8 | 3 | -2 | 0
O=c1c2ccccc2nc(-c2ccccc2)n1/N=C/c1ccc([N+](=O)[O-])cc1 | -1 | -1 | 4 | 3 | -2 | -1 | 5 | -5 | -1
Cc1nnc(NC(=O)CSc2ccc([N+](=O)[O-])cn2)s1 | 11 | 2 | 9 | 1 | -1 | 37* | 6 | -2 | -2
O=S1(=O)C=CC(N2CCOCC2)C1 (centres undefined) | 1 | 5 | 7 | -2 | 12 | 6 | 1 | -5 | 2
COC(CNC(=O)c1cc(-c2ccncc2)nc2ccc(S(=O)(=O)N3CCOCC3)cc12)OC | 9 | -1 | 2 | -10 | -13 | -7 | 11 | -2 | -3
FC(F)(F)c1cc(-c2cccs2)n[nH]1 | -7 | -9 | 3 | 2 | -2 | -4 | -4 | 0 | 1
CN(C)CCNC(=O)c1scc2c1CCCC2 | -3 | 3 | 1 | -1 | 0 | -5 | -7 | 2 | -1
N=c1n(Cc2ccc(Cl)cc2)c2ccccc2n1CC(O)COc1ccccc1 (centres undefined) | -79 | 1 | 3 | -4 | 12 | 10 | 1 | 6 | -1
CN(Cc1ccccc1)c1ccc([N+](=O)[O-])cc1C(=O)O | -5 | 2 | 2 | 1 | -1 | 11 | -1 | 3 | -2
Cc1ccc(NC(=O)CSC(C)C(=O)NCCc2ccccn2)cc1 (centres undefined) | -4 | -2 | 7 | 1 | -6 | -1 | -2 | 0 | -2
Cc1cc(C(=O)NC2CCCc3c2cnn3-c2ccccc2F)nc(C)n1 (centres undefined) | -1 | -7 | 0 | -6 | -1 | 0 | -5 | -9 | -3
COc1ccc(C(=O)OCc2ccc(C)cc2)cc1S(=O)(=O)N1CCOCC1 | 24 | 12 | 8 | 4 | 4 | x | 1 | -5 | 2
O=C(CN1CCCCC1)N1c2ccccc2Oc2ccccc21 | -2 | 4 | 3 | 2 | 0 | 1 | 9 | -3 | 1
Cc1nc2c(-c3ccccc3)c(C)nn2c(SCC(N)=O)c1Cc1ccccc1 | 1 | x | x | 0 | 3 | 2 | x | -1 | -1
COC(=O)c1cc(Cl)nc2ccccc12 | 3 | 3 | 4 | -1 | 3 | -1 | 2 | -4 | 2
Cc1cc(C)cc(OCCNC(=O)c2ccc(Br)cc2)c1 | -4 | 1 | -6 | 2 | -3 | 3 | 4 | 0 | -2
Cc1ccc2c(c1)-c1c(cnn1CC(=O)N1CCCN(Cc3ccccc3F)C1)CO2 | -6 | 4 | 3 | 5 | 2 | 5 | -6 | -5 | -4
CCOc1ccc(CN2CCC(C(=O)Nc3cccc(-c4ccn[nH]4)c3)CC2)cc1Cl | -28 | -7 | 2 | 0 | 2 | -3 | -1 | -1 | -3
CCOP(=O)(c1ccc(N(C)C)cc1)C(O)c1c(Cl)cccc1Cl (centres undefined) | 5 | -16 | 6 | 2 | 3 | 7 | 8 | 0 | 5
Cc1nn(C)c(C)c1S(=O)(=O)N1CCCC(C(=O)NCC2COc3ccccc3O2)C1 (centres undefined) | 7 | -8 | 6 | 2 | -4 | 5 | 4 | 1 | 0
CCOCCCNS(=O)(=O)c1ccc(NC(=O)c2ccc([N+](=O)[O-])cc2Cl)cc1 | 15 | 2 | 0 | 3 | 12 | 2 | 3 | 3 | 0
COc1ccc(C2Nc3ccccc3NC3=C2C(=O)CC(C)(C)C3)cc1O (centres undefined) | 1 | 4 | 7 | 9 | 2 | 1 | 6 | -3 | 2
O=C(O)c1ccc2[nH]c3c(c2c1)CSCC3 | 2 | 3 | 6 | 2 | 4 | 17 | 3 | 1 | -1
Cc1c(OC(C)C(=O)NCCCN2CCOCC2)ccc2c3c(c(=O)oc12)CCCC3 (centres undefined) | 1 | 6 | -2 | -2 | 2 | -7 | 1 | -7 | -2
CCOC(=O)c1c(C)[nH]c(C(=O)CN(C)CC(=O)Nc2ccccc2C(F)(F)F)c1C | 3 | 2 | 1 | -3 | -3 | x | -2 | 0 | 2
CCOC(=O)N1CCN(C(=O)C(NC(=O)c2ccc(CC)cc2)C(C)C)CC1 (centres undefined) | 8 | -2 | -3 | 1 | -1 | 3 | -2 | 1 | 3
CN1CCN(C(=O)C2=C[C@@H](C(C)(C)C)C[C@@H](OCc3ccc(CO)cc3)O2)CC1 | -6 | 6 | 3 | 1 | 3 | -8 | 12 | 3 | -1
CCN(CC)S(=O)(=O)c1cccc(C(=O)NCc2ccccc2)c1 | 5 | 2 | -1 | 8 | -7 | 0 | 6 | 1 | -1
CCCC(=O)Nc1nc2ccc(S(=O)(=O)N3CCCCC3)cc2s1 | 6 | -1 | 17 | 14 | -2 | 3 | 8 | 4 | -2
O=C(O)c1ccc(OCc2cn3ccccc3n2)cc1 | -3 | 1 | 6 | 1 | -1 | 2 | 6 | 0 | 2
O=C(COC(=O)CC1CCCC1)Nc1cc2c(cc1Cl)C(=O)c1ccccc1C2=O | 6 | 10 | 2 | 13 | -3 | 1 | -3 | 0 | -2
NC(=O)CCN1CCN(Cc2cn[nH]c2-c2cccc3ccccc23)CC1 | 29 | 5 | 10 | 2 | -4 | 1 | 4 | -3 | 0

Complete entries as entered above. Screens in order: PREPL inhibitor	PAFAH2 inh	PAFAH1B2 inh	pPAFAH inh	LYPLA2 inh	GSTO1 inh	PAFAH1B3 inh	PAD4 inh	LYPLA1 inh
Entry for COc1ccc(C2Nc3ccccc3NC3=C2C(=O)CC(C)(C)C3)cc1O (centres undefined) = 1	4	7	9	2	1	6	-3	2
Entry for CCOC(=O)c1c(C)[nH]c(C(=O)CN(C)CC(=O)Nc2ccccc2C(F)(F)F)c1C = 3	2	1	-3	-3	x	-2	0	2
Entry for CCOCCCNS(=O)(=O)c1ccc(NC(=O)c2ccc([N+](=O)[O-])cc2Cl)cc1 = 15	2	0	3	12	2	3	3	0
Entry for Cc1c(OC(C)C(=O)NCCCN2CCOCC2)ccc2c3c(c(=O)oc12)CCCC3 (centres undefined) = 1	6	-2	-2	2	-7	1	-7	-2
Entry for CCCC(=O)Nc1nc2ccc(S(=O)(=O)N3CCCCC3)cc2s1 = 6	-1	17	14	-2	3	8	4	-2

Additional records:
SMILES | PREPL inhibitor | PAFAH2 inh | PAFAH1B2 inh | pPAFAH inh | LYPLA2 inh | GSTO1 inh | PAFAH1B3 inh | PAD4 inh | LYPLA1 inh
CN1CCN(C(=O)CCN2C(=O)/C(=C\c3ccc(Cl)cc3Cl)SC2=S)CC1 | 20 | 8 | 0 | -14 | -6 | -29 | 1 | -30 | 1
O=C(CN1C(=O)S/C(=C\c2ccccc2Cl)C1=O)NC1C=CS(=O)(=O)C1 (centres undefined) | 15 | 7 | 1 | 5 | 4 | -2 | -1 | -1 | -3
Cc1ccc2[nH]c3c(=O)n(CCN4CCNCC4)cnc3c2c1 | 23 | 5 | -2 | -4 | -3 | 3 | 5 | -4 | -3
CCC(C)(C)NC(=O)C(c1ccc(OC)cc1)N(CCOC)C(=O)CCC(=O)Nc1nccs1 (centres undefined) | 9 | 3 | -1 | -2 | -4 | 7 | 1 | -1 | -6
CC(=O)Nc1cccc(NC(=O)CSc2nnc(Cc3cccn3C)n2-c2ccc(F)cc2)c1 | -2 | -2 | -1 | 11 | -3 | 1 | 5 | 0 | -3
Cc1ccc(NC(=O)CN2CCN(CCN=CC3=C(O)CC(C)(C)CC3=O)CC2)cc1 | 5 | 5 | -1 | 7 | 5 | -2 | 3 | -1 | 2
O=C(OCC(=O)N1CCc2ccccc21)c1ccc(Br)o1 | 9 | 23 | 7 | 4 | x | x | 13 | -2 | x
O=C(NNC(=S)Nc1ccc(Cl)cc1)c1cccs1 | 1 | -2 | 6 | 5 | 3 | -12 | 6 | 0 | 3
C/C(=C\C=C\c1ccccc1)C(=O)c1c(C)cc(C)[nH]c1=O | 7 | -1 | -2 | -1 | -4 | 0 | 4 | 0 | -3
CCn1c(Cc2ccccc2)nnc1SCC(=O)Nc1ccc2c(c1)OCCO2 | 4 | 1 | 4 | 5 | 2 | -1 | 2 | -1 | 2
CC(=O)c1cnc2c(C(=O)O)cnn2c1C | 11 | 0 | 1 | 5 | 4 | 5 | 3 | 4 | 3
Cc1nc2c(-c3ccc(F)cc3)c(C)nn2c(C)c1CCC(=O)N1CCN(c2ccccn2)CC1 | 3 | -8 | 6 | 3 | 3 | 1 | 4 | -7 | 2
O=C(Nc1ccn(-c2ccccc2)n1)c1ccc(S(=O)(=O)N2CCCCCC2)cc1 | 2 | 4 | 0 | 3 | -2 | -7 | -6 | 2 | -2
CN1CCN(CC(=O)Nc2cc(S(=O)(=O)N3CCOCC3)ccc2Cl)CC1 | 1 | 1 | 8 | 4 | -3 | 6 | 3 | 1 | -1
CCn1cc(C2=NCCO2)c2ccccc21 | 17 | -7 | 0 | 7 | 0 | 6 | 6 | 1 | 1
COc1ccc(C(C(=O)Nc2ccc(C(C)C)cc2)N(C)C(=O)CNC(C)=O)cc1 (centres undefined) | -25 | 17 | 6 | 3 | -3 | 4 | -2 | -1 | -1
CCN(CC)S(=O)(=O)c1ccc(N2CCOCC2)c(NS(=O)(=O)c2cc(C(C)(C)C)ccc2C)c1 | 0 | -5 | 9 | 11 | -3 | 0 | 6 | -2 | -1
COc1ccc(C=O)cc1OC(=O)N1CCOCC1 | -3 | 3 | 10 | 6 | 0 | 3 | 6 | -2 | 4
CCCC[C@@H]1CN=C(N)N1CCc1cc(C(F)(F)F)cc(C(F)(F)F)c1 | 16 | 8 | 10 | 5 | -11 | -5 | 17 | 0 | 1
CC(C)(C)N1CC2([N+](=O)[O-])CN(C(C)(C)C)CC([N+](=O)[O-])(C1)C2 | -5 | -1 | 0 | -1 | 3 | 2 | 7 | -1 | 2
Cc1cc(-c2cc(C(=O)NC3CCCC3)on2)nc(NCC2CC2)n1 | 19 | -2 | 5 | 3 | 3 | 2 | -2 | -1 | -1
CCOC(=O)N1CCN(C(=O)c2ccc(Cl)nc2)CC1 | 2 | 3 | -2 | 2 | 5 | -4 | 0 | 0 | 1
CC1CCN(CCC(=O)NN)CC1 | -3 | 4 | 0 | 5 | 1 | 15 | 4 | -5 | 1
